BAP1 inh = blocks human BAP1 ubiquitin-AMC hydrolysis | Q92560 | actives 0.48% (n = 72,000) | AID 436 | recombinant BAP1, Ub-AMC hydrolysis fluorescence kinetic; active compounds read low | activity remaining (% of control), % at 20 µM;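 active = activity remaining at or below 50% of control, provided the compound also passes the data quality filters; inactive = the rest, including low values that fail the filters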;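 also: 100% = DMSO wells rate and 0% = substrate alone blank rate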
Target sequence (Q92560 whole entry, looked up): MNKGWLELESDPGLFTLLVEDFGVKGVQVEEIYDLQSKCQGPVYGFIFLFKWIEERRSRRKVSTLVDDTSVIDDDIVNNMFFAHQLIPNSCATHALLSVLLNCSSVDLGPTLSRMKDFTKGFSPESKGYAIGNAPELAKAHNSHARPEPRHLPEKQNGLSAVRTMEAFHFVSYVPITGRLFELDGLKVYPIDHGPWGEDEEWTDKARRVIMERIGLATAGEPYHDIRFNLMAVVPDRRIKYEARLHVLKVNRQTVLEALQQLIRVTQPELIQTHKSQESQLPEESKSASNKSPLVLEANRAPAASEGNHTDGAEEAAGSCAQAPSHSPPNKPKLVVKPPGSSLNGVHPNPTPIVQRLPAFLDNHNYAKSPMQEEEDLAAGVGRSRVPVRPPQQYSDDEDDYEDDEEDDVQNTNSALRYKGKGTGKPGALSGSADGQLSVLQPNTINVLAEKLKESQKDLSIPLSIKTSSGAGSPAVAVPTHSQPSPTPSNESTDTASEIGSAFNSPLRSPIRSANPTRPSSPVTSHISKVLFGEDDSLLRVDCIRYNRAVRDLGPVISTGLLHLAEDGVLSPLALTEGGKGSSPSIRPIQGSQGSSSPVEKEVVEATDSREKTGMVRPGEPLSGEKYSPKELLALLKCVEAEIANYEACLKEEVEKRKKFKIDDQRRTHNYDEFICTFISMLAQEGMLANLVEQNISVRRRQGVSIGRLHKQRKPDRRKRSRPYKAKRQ
HePTP inhibitor = blocks human HePTP tyrosine phosphatase. P35236. actives 0.64% (n = 110,000). inhibition, % at 20 µM. AID 521. recombinant HePTP phosphatase activity, OD absorbance; in the data active = inhibition above about 50%;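 also: plate controls were vehicle for no effect and reference inhibitor for full effect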
Target sequence (P35236 whole entry, looked up): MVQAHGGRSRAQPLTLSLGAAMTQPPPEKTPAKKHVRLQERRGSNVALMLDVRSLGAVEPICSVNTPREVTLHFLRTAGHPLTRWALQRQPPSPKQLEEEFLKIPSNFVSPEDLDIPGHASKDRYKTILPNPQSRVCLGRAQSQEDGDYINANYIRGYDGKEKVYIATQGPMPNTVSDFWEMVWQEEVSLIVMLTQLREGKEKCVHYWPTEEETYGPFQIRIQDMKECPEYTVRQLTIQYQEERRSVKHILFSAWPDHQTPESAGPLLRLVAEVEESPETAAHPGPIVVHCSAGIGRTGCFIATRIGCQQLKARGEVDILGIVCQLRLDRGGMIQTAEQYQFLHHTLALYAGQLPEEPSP
An asterisk follows results filed as active; nt = no result given; & = joins results of further samples. Outcome played no part in choosing rows, and some 0.79% of all compounds hit somewhere here.

SMILES	BAP1 inh	HePTP inhibitor
Cc1ccc(OCC(=O)NCc2cccnc2)c(C)c1	nt	-10
S=C(NCCC(c1ccccc1)c1ccccc1)Nc1ccc(Cl)cc1	nt	-3
CCN(CCCNC(=O)CC(C(=O)N1CCc2ccccc21)n1ccnc1)c1ccccc1 (stereo not drawn)	103	5
COc1ccc(C2CC(C(F)(F)F)n3nc(C(=O)N4CCN(C)CC4)c(Cl)c3N2)cc1 (stereo not drawn)	nt	-12
Cc1nn(CC(=O)Nc2c(Cl)cccc2Cl)c(=O)c2ccccc12	nt	5
COc1ccccc1CN1CCN(Cc2ccccn2)CC1	nt	-8
Cn1c(=N)c(S(=O)(=O)c2ccc(F)cc2)cc2c(=O)n3ccccc3nc21	nt	11
CCCCOC(=O)CSc1nc2c(c(=O)[nH]c(=O)n2C)n1C/C=C(\C)Cl	78	2
O=C1CC(N2CCN(C(c3ccccc3)c3ccccc3)CC2)C(=O)N1c1ccc(F)cc1 (stereo not drawn)	nt	-28
O=C(NCc1ccco1)c1ccc(CS(=O)(=O)Cc2ccc(F)cc2)o1	92	-3
O=C(c1cnn2c(C(F)(F)F)cc(-c3ccc4c(c3)OCO4)nc12)N1CCCCC1	102	0
COc1ccc(C2C3=C(CC(C)(C)CC3=O)OC3=C2C(=O)CC(C)(C)C3)cc1C(=O)O	nt	6
COC(=O)c1ccc(N=Cc2c(O)n(C)c(=O)[nH]c2=O)cc1	nt	9
CCCCN(CCCC)S(=O)(=O)c1ccccc1[N+](=O)[O-]	nt	-7
O=C(Cc1ccc(F)cc1)Nc1ccccc1Br	nt	3
O=C(NCC1CCCO1)c1cc2n(n1)C(C(F)(F)F)CC(c1ccc(F)cc1)N2 (stereo not drawn)	91	7
Oc1ccc(Cl)cc1/C=N/c1nc2ccccc2[nH]1	87	-1
O=C1CC(N2CCC(O)CC2)C(=O)N1c1ccc(Br)cc1 (stereo not drawn)	99	0&-19
O=C(Cn1ccc2ccccc2c1=O)NCCC(=O)N1CCN(C2CCCCC2)CC1	107	4
CC1(C)c2ccccc2N2CC(=O)N(CC(N)=O)C21C (stereo not drawn)	66	6

Pulled by structure from the entries so far:
SMILES	BAP1 inh	HePTP inhibitor
O=C(NCc1ccco1)c1ccc(CS(=O)(=O)Cc2ccc(F)cc2)o1	92	-3
Cn1c(=N)c(S(=O)(=O)c2ccc(F)cc2)cc2c(=O)n3ccccc3nc21	nt	11
COc1ccc(C2CC(C(F)(F)F)n3nc(C(=O)N4CCN(C)CC4)c(Cl)c3N2)cc1 (stereo not drawn)	nt	-12
Oc1ccc(Cl)cc1/C=N/c1nc2ccccc2[nH]1	87	-1
O=C1CC(N2CCN(C(c3ccccc3)c3ccccc3)CC2)C(=O)N1c1ccc(F)cc1 (stereo not drawn)	nt	-28
CCN(CCCNC(=O)CC(C(=O)N1CCc2ccccc21)n1ccnc1)c1ccccc1 (stereo not drawn)	103	5
O=C(NCC1CCCO1)c1cc2n(n1)C(C(F)(F)F)CC(c1ccc(F)cc1)N2 (stereo not drawn)	91	7

The main list resumes with the 5 entries that preceded the break.
SMILES	BAP1 inh	HePTP inhibitor
O=C(NCC1CCCO1)c1cc2n(n1)C(C(F)(F)F)CC(c1ccc(F)cc1)N2 (stereo not drawn)	91	7
Oc1ccc(Cl)cc1/C=N/c1nc2ccccc2[nH]1	87	-1
O=C1CC(N2CCC(O)CC2)C(=O)N1c1ccc(Br)cc1 (stereo not drawn)	99	0&-19
O=C(Cn1ccc2ccccc2c1=O)NCCC(=O)N1CCN(C2CCCCC2)CC1	107	4
CC1(C)c2ccccc2N2CC(=O)N(CC(N)=O)C21C (stereo not drawn)	66	6
COc1ccc(C(=O)NCc2nnc(SCC(=O)N3CCCCC3)o2)cc1OC	109	3
Cc1ccc(C(=O)Nc2cccc(NC(=O)COc3ccc(Br)cc3)c2)cc1	nt	10
O=C(CN(c1cccc([N+](=O)[O-])c1)S(=O)(=O)c1ccccc1)N1CCc2ccccc2C1	nt	4
COc1ccc(C2(O)CCN(CC(=O)Nc3nccs3)CC2)c(OC)c1	112	4
COc1cccc(S(=O)(=O)Nc2ccc(C(=O)N3CCN(C(=O)c4ccco4)CC3)cc2)c1	112	-1
COc1cccc(C2/C(=C(/O)c3ccc(C)cc3)C(=O)C(=O)N2Cc2ccco2)c1 (stereo not drawn)	71	10
O=C(c1oc(=O)c2ccccc2c1-c1ccccc1)N1CCOCC1	100	4
O=C(NCCCN1CCCC1=O)Nc1ccc(Cl)cc1	133	nt
N=c1n(Cc2ccccc2)c2ccccc2n1CC(O)c1ccccc1 (stereo not drawn)	106	12
Cn1c(NC(=O)C2CC2)cc(=O)n(C)c1=O	84	-4
NC(=O)c1cc2cc(Cl)ccc2oc1=NCc1ccccc1	351	nt
C=CCN(CC=C)C(=O)c1cc(OCC)c(OCC)c(OCC)c1	nt	-11
O=C(NCCc1ccccc1)c1ncn[nH]1	85	2
O=C1C2=C(Nc3ccccc3SC2c2ccc3c(c2)OCO3)c2ccccc21 (stereo not drawn)	nt	5
O=C(Oc1cccc2c(O)cccc12)c1ccccc1	96	3
CC(C)c1ccc(-c2cc(C(=O)O)c3ccccc3n2)cc1	nt	1
O=C1NC(=O)N(c2ccccc2Cl)C(=O)/C1=C\C=C\c1ccco1	nt	7
c1ccc(Nc2cccc3nonc23)cc1	nt	14
Clc1cccc(OCCCN2CCOCC2)c1Cl	nt	7
Cc1cccc(C(=O)Oc2ccc3c(C)cc(=O)oc3c2)c1	nt	-4
O=C1C2C(c3ccccc3)OC3(C(=O)c4ccccc4C3=O)C2C(=O)N1c1cccc(C(F)(F)F)c1 (stereo not drawn)	nt	0
Cn1nc(CC(=O)Nc2cccnc2N2CCOCC2)c2ccccc2c1=O	nt	0
CC(C)c1ccc(NC(=O)C(=O)NCc2cccs2)cc1	nt	-17
O=C1NN(c2ccccc2)C(=O)/C1=C\c1cccc([N+](=O)[O-])c1	nt	19
COc1cc2c(cc1OC)CN(C(=O)NS(=O)(=O)c1ccc(C)cc1)CC2	122	6
COc1ncnc2sc3c(c12)CCCC3	101	6
CCOC(=O)C1=C(C)N(CCOC)C(=O)/C1=C\c1ccc(C)cc1	nt	12
O=C1NC(=O)/C(=C\c2ccc(-c3ccc(C(=O)O)cc3)o2)S1	nt	10
COc1ccc(CC(=O)NCc2ccc3c(c2)OCO3)cc1OC	nt	-4
CCCNC(=O)Cn1cnc2sc(C(=O)NCCN(CC)CC)c(C)c2c1=O	114	3
CCOC(=O)c1cc(-c2cc3ccccc3o2)nc2c1c(=O)[nH]c(=O)n2CCOC	nt	11
O=CNc1nonc1NNc1ccccc1	nt	11
CCOC(=O)C1=C(C)N=c2s/c(=C\c3cccc([N+](=O)[O-])c3)c(=O)n2C1c1ccccc1F (stereo not drawn)	nt	-17
CCOC(=O)NC1(NCc2ccccc2)Oc2ccccc2O1	89	-9
O=C(O)C1CCCCC1C(=O)Nc1ccc(Cl)cc1Cl (stereo not drawn)	99	1
N#CC(C(=O)c1ccco1)c1ccccn1 (stereo not drawn)	96	13
O=C(CCCOc1ccccc1)NCCc1ccccc1	nt	-1
CCCC(=O)Nc1ccc(NC(=O)c2ccco2)c(OC)c1	101	7
Cc1ccc(NC(=S)NC(=O)C(=O)Nc2ccccc2)cc1	nt	5
COc1cccc(C(=O)Nc2ccc3nn(-c4ccc(Cl)cc4)nc3c2)c1	nt	46
COC(=O)c1ccc(Nc2nc(C)cc(=O)[nH]2)cc1	110	-5
COc1cc(OC)cc(C(=O)O/N=C(\c2ccncc2)c2ccc([N+](=O)[O-])cc2)c1	nt	-6
Cc1ccc(C(=O)C2=C(O)C(=O)N(Cc3ccccc3)C2c2cccnc2)o1 (stereo not drawn)	119	9
O=C(Nc1nc(-c2ccc(Cl)s2)cs1)c1ccncc1	79	3
COc1ccc(CCNS(=O)(=O)c2ccc3c(c2)CCN3C(=O)C2CC2)cc1OC	89	-1
Ic1cccc(-c2nnc3ccc4ccccc4n23)c1	nt	3
COc1ccc(C(NC(=O)c2ccco2)c2ccc(OC)cc2)cc1	nt	0
Cc1ccccc1NC(=O)CSc1nnc(-c2ccoc2C)n1CCc1ccccc1	96	2
Cc1nc(NC(=O)CSc2nc3cccnc3n2Cc2ccccc2)sc1C	87	12
O=C(Nc1ccc(-c2nc3cc(NC(=O)C4CCCCC4)ccc3o2)cc1)C1CCCCC1	143	nt
Cc1ccc(N2NC(=O)/C(=C\c3ccco3)C2=O)cc1C	nt	-8
CC(=O)c1c(C)nc2ccc(OC(F)(F)F)cc2c1-c1ccccc1	nt	5
CC1=C(C(=O)OC(C)C)C(c2ccccc2)N2C(=O)CCSC2=N1 (stereo not drawn)	nt	-3
Cc1ccc(N(CC(=O)NCc2ccccc2)S(C)(=O)=O)cc1Cl	nt	-6
Cc1ccccc1OCC(=O)N=Nc1c(O)[nH]c(=O)[nH]c1=O	nt	-12
CCN1C(=O)/C(=C\c2cc(Br)cc([N+](=O)[O-])c2O)SC1=S	nt	-5
CCCOc1ccc(NC(=O)C2CC(=O)N3CCCN=C3S2)cc1 (stereo not drawn)	55	4
CCCOc1cc(C)c(S(=O)(=O)NCCOC)cc1C	115	1
CC(=O)c1cccc(NC(=O)COc2ccccc2C(C)(C)C)c1	nt	-3
CCn1c(CSc2nncn2-c2ccc(OC)cc2)nc2cc(S(=O)(=O)N(C)C)ccc21	83	-2
Remaining list, next part
SMILES	BAP1 inh	HePTP inhibitor
Cc1ccccc1S(=O)(=O)Cc1ccc(C(=O)NCc2cccnc2)o1	93	11
O=C(N/C(=C/c1ccc(-c2cccc([N+](=O)[O-])c2)o1)C(=O)N1CCCCC1)c1ccccc1	nt	-3
O=C(c1csc2c1CCCCC2)N1CCN(c2ncccn2)CC1	104	22
Cc1ccc(NC(=O)CSc2nc3nc(C)cc(C)c3c(=O)[nH]2)cc1	106	5
CCOc1ccccc1NS(=O)(=O)c1ccc(OC)cc1	nt	7
Cc1nc2cc(NCc3ccc(N(C)C)cc3)ccc2n1Cc1ccccc1	nt	5
COc1ccccc1Nc1nc(N2CCOCC2)ncc1F	nt	-5
CCOC(=O)c1c(-c2ccc(Br)cc2)csc1NC(=O)c1cccc([N+](=O)[O-])c1	nt	-7
CCCC(=O)NC1C2CC3CC(C2)CC1C3 (stereo not drawn)	130	11
Cc1cc(C(=O)CSc2nc3ccc(Cl)cc3[nH]2)c(C)n1C	120	-4
O=C(Nc1ccccc1)C1=C(N2CCOCC2)/C(=C/c2cccnc2)CC1	156	3
O=[N+]([O-])c1ccccc1S(=O)(=O)Nc1ccc(OCc2ccccc2)cc1	nt	-2
CCOc1ccccc1NC(=O)CN(c1cccc(Br)c1)S(=O)(=O)c1ccccc1	nt	-4
C#CCSc1nc2sc3c(c2c(=O)n1CC=C)CCC3	nt	25
CC(C)N(Cc1nc(-c2ccc(Cl)cc2)no1)C(=O)CN(C)S(=O)(=O)c1ccc(Cl)cc1	55	12
COCCNC(=O)C(c1ccc(Cl)cc1)N(C(=O)CCC(=O)Nc1ccccn1)C1CCCC1 (stereo not drawn)	86	1
CC(C)N1C(=O)c2ccc(C(=O)O)cc2C1=O	51	2
Cc1nccc2[nH]c(=O)c(C(=O)NC3CCCCC3C)cc12 (stereo not drawn)	97	3
O=C1NC(=Nc2ccc(Cl)c(Cl)c2)S/C1=C/c1ccccc1O	nt	20
O=C1CC(c2cccc(Cl)c2)Cc2nc(N3CCN(c4ccccc4)CC3)ncc21 (stereo not drawn)	nt	-5
COc1ccc(CNCc2ccccc2)cc1	nt	3&6
COc1ccccc1NC(=O)c1oc2ccccc2c1NC(=O)c1cc(OC)c(OC)c(OC)c1	nt	-1
COc1ccc(Br)cc1/C=C/C(=O)Nc1nc2ccc(C)cc2s1	nt	-8
CCn1c(SC)nnc1-c1c[nH]c2ccccc12	99	7
Cc1nc2cc(C(=O)OCC(=O)N(CC(C)C)C3CCS(=O)(=O)C3)ccc2n1-c1ccccc1 (stereo not drawn)	102	-2
O=C(NC12CC3CC(CC(C3)C1)C2)c1cccnc1	94	5
COCCCN1C(=O)C(=O)/C(=C(/O)c2ccc(OC(C)C)c(C)c2)C1c1ccncc1 (stereo not drawn)	80	5
COCCNC(=O)C1c2cc(OC)c(OC)cc2C(=O)N(C)C1c1cccnc1 (stereo not drawn)	nt	0
COc1ccc(OCC(=O)Nc2ccc(I)cc2Cl)cc1	nt	4
Clc1cccc(-c2nn3c(Cn4cnc5ccccc54)nnc3s2)c1	94	18
O=C(Cc1ccc(Br)cc1)Nc1cc(Cl)c(Cl)cc1Cl	nt	1
COc1ccc(C2CC(c3ccc(C)cc3)=NN2C(C)=O)cc1OC (stereo not drawn)	nt	8
Cc1cccc(S(=O)(=O)c2c(N)n(/N=C/c3cccnc3)c3nc4ccccc4nc23)c1	nt	-1
CC(c1ccccc1)C1C(C#N)=C(N)OC2=C1C(=O)CCC2 (stereo not drawn)	84	1
O=C(Nc1ccccc1C(=O)Nc1ccc(Cl)cc1)c1ccccn1	nt	-2
COC(=O)c1ccc(S(=O)(=O)N2CCCCCC2)cc1	85	7
COc1cc(C2C(C#N)=C(N)Oc3cc(C)oc(=O)c32)cc2c1OCO2 (stereo not drawn)	63	-5
CCOC(=O)N1CCN(c2nc(-c3cccc(OC)c3)cc(C(F)(F)F)n2)CC1	nt	1
Clc1ccccc1Nc1c2c(nc3ncnn13)CCC2	109	5
CCOc1ccc2[nH]c(=O)c(CN(Cc3cccs3)C(CC)c3nnnn3C(C)(C)CC)cc2c1 (stereo not drawn)	nt	5
CCc1nn2c(N)c(C=C3C=C(Cl)C(=O)C(Cl)=C3)c(=O)nc2s1	nt	-2
O=C1CCN(C(=O)c2ccccc2)C2CCCCC12 (stereo not drawn)	91	-6
CCN(CC)c1ccc(/C=C/C(=O)C23CC4CC(CC(C4)C2)C3)cc1	nt	6
C#CCSc1nnc2c3ccccc3n(CC=C)c2n1	nt	7
O=C1/C(=C/c2ccccc2[N+](=O)[O-])SC(=S)N1Cc1ccco1	nt	8
Cc1ccccc1OCC(=O)N/N=C/c1ccc[nH]1	nt	2
